Source: PubChem (several laboratories)
AID2073 = disruptors of CaV2.2 binding to Mint1 – biochemical, HTRF (AID 2073); HTRF protein-protein interaction, Mint1-CaV2.2; higher % means a stronger effect; one-dose inhibition, % at 20 µM; IC50 in µM for titrated hits; 290,000 compounds, 0.19% hits; in the data active = inhibition mostly above about 51%, no sharp cut-off; also: some results filed as inactive read as strong as hits
Dengue-2 NS5 capping = Dengue-2 NS5 methyltransferase inhibitors, primary screen, biochemical, confirmation dose response (AID 588689); Dengue-2 NS5 methyltransferase capping enzyme assay, biochemical; higher % means a stronger effect; 340,000 compounds, 0.3% hits; one-dose inhibition, % at 25 µM; IC50 in µM for titrated hits; in the data active = a potency from the dose series
NTR1 ag = agonists of NTR1, primary screen, imaging, U2OS cells, beta-arrestin-GFP, high content (AID 493036); NTR1-U2OS beta-arrestin-GFP spot imaging, agonist mode; activation, % at 20 µM; 330,000 compounds, 0.17% hits; P30989;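 active = activation at or above 40% of the spot to cytoplasm intensity ratio, with at least 20 cells analyzed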;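 also: 0% = DMSO without peptide and 100% = 100 nM NTR1 peptide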
Target sequence (P30989 whole entry, looked up): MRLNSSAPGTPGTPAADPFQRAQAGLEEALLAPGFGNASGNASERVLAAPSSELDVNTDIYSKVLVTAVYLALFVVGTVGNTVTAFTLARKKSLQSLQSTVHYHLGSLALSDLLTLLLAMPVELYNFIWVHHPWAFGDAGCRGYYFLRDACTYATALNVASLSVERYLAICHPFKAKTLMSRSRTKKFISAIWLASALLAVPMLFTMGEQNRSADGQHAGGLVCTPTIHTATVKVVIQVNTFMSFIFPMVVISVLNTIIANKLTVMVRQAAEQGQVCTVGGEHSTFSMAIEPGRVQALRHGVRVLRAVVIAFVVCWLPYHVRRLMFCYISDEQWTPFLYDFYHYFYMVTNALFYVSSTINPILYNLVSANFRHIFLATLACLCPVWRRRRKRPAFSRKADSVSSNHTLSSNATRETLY
RSV CPE inhibition = inhibition of RSV-induced cytopathic effect – HEp-2 cells, primary 10 µM value included (AID 2391); HEp-2 cells, RSV-induced CPE inhibition; higher % means a stronger effect; one-dose CPE inhibition, % at 10 µM; IC50 in µM for titrated hits; 310,000 compounds, 0.13% hits; in the data active = a potency from the dose series; also: strong numbers were not always called active
West Nile virus CPE = inhibition of WNV-induced cytopathic effect – cell-based, CPE readout (AID 1621). 290,000 compounds, 0.02% hits. West Nile virus-infected cells, CPE inhibition; higher % means a stronger effect. one-dose CPE inhibition, % at 10 µM; IC50 in µM for titrated hits; in the data active = a potency from the dose series; also: strong numbers were not always called active
Siah-1 displacement = blockers of Siah-1 interaction with plectin peptide – biochemical, fluorescence polarization, rhodamine-plectin, uHTS, primary screen (AID 1817). 290,000 compounds, 0.02% hits. displacement, % at 20 µM, or IC50 in µM where a hit was titrated. Siah-1 / rhodamine-plectin peptide fluorescence polarization; higher % means a stronger effect;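 active = displacement of at least 50% at 20 µM, with a fluorescence ratio check between 0.3 and a set limit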;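 also: plate controls were Siah plus tracer with DMSO for no effect and tracer alone without Siah for full effect; strong numbers were not always called active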
SV40 large T antigen = TAg ATPase/helicase activity blockers – biochemical (AID 1903); SV40 large T antigen ATPase/helicase inhibition assay; higher % means a stronger effect; one-dose inhibition, % at 20 µM; IC50 in µM for titrated hits; 310,000 compounds, 0.39% hits; in the data active = a potency from the dose series; also: strong numbers were not always called active
MgcRacGAP inhibition = MgcRacGAP GTPase-activating activity inhibitors, confirmation, biochemical, ADP Hunter fluorescence | 340,000 compounds, 0.6% hits | MgcRacGAP-stimulated Rac1 GTP hydrolysis, ADP Hunter fluorescence; higher % means a stronger effect; GST-tagged Rac1 F28L mutant substrate | inhibition, % at 30 µM, or IC50 in µM where a hit was titrated;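 active = first-screen hits whose inhibition reached a set limit at any dose in the follow-up dose series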;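 also: fluorescence reports GDP produced by GAP-driven GTP hydrolysis; strong numbers were not always called active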
K1F lysis inhibition = inhibition of K1F phage lysis, E. coli UTI89, bacterial capsule biogenesis inhibitors, alamar blue (AID 488966); E. coli UTI89 K1F phage lysis, alamar blue, 2 h; higher % means a stronger effect; inhibition, % at 100 µM; hits with a dose series show IC50 in µM; 340,000 compounds, 0.02% hits;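 active = phage lysis inhibition, versus mean bacterial control, above a set limit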;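 also: capsule biogenesis inhibitors block K1F phage lysis so surviving cells raise fluorescence; higher fluorescence means more inhibition of phage lysis; actives were called in the ten point dose series up to 300 µM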
NTR1 ag cell count 20 µM = recorded beside NTR1 ag, whose call it bears; cell count; measured here: cell count, cytotoxicity flag
Dengue-2 NS5 capping pilot replicate = further read-out of Dengue-2 NS5 capping, marked with its call; inhibition, %; measured here: pilot screen replicate inhibition
* = called active by the depositor; . = no result given; [ ] = dose if it differs, or a comment.

SMILES	AID2073	Dengue-2 NS5 capping	NTR1 ag	NTR1 ag cell count 20 µM	RSV CPE inhibition	West Nile virus CPE	Siah-1 displacement	SV40 large T antigen	MgcRacGAP inhibition	K1F lysis inhibition	others
CCC1CCCCN1C(=O)c1sc2ncnc(N(CC)CC)c2c1C (stereo not drawn)	10%	10%	2.0	75	2.2%	0.2%	14%	4%	-3%	-0.5%
CCn1c(SCC(=O)N2CCCC2)nc2ccccc21	13%	-35%	0.4	23	0.6%	0.1%	2%	-2%	7%	0.2%
O=C1CC(c2ccccc2)Cc2nc3ncnn3cc21 (stereo not drawn)	-4%	-5%	1.1	56	-0.7%	0.2%	-7%	10%	10%	1.1%
Cc1ccc(S(=O)(=O)Nc2cccc(C(=O)NCC(C)(C)N3CCOCC3)c2)cc1F	.	-9%	-0.6	69	-0.7%	.	.	14%	4%	1.3%[50 µM]
O=C(COc1cccc(Br)c1)N/N=C/C(=O)c1ccccc1	-2%	-5%	0.1	43	2.2%	-0.5%	3%	13%	6%	-0.7%
CCCn1c(N)c(C(=O)CN2CCN(S(=O)(=O)c3cccc(Cl)c3)CC2)c(=O)[nH]c1=O	.	3%	0.9	51	.	.	.	.	0%	-0.4%[50 µM]
CCc1ccc(-c2cnc3ccccc3n2)cc1NC(=O)CNC(=O)c1ccccc1	45%	0%	0.9	59	-0.5%	0.7%	2%	0%	-12%	0.1%
COc1cccc(C(C)NC(=O)C2CCCO2)c1 (stereo not drawn)	-3%	1%	0.9	54	1.2%	-0.1%	2%	13%	7%	0.4%
NC(=O)CC(NC(=O)Cc1cccc2ccccc12)c1ccc(NCCOc2ccccc2)c([N+](=O)[O-])c1 (stereo not drawn)	16%	-6%	20	73	1.4%	0.3%	-4%	0%	1%	-0.8%
C/C(N)=C(/C#N)C(=O)COC(=O)CSc1ccccc1	-2%	-7%	-2.0	76	-0.1%	1.0%	-3%	8%	2%	0.3%
O=C(O)CSC1CC(=O)N(c2ccc(Cl)c(Cl)c2)C1=O (stereo not drawn)	-7%	-5%	1.2	56	2.4%	-0.2%	6%	15%	5%	-0.3%
O=C(CNS(=O)(=O)c1ccc(Cl)cc1)N/N=C/c1ccco1	-6%	-2%	0.3	44	1.9%	1.5%	-2%	14%	-13%	2.4%
O=C(CCN1C(=O)[C@H]2CC=CC[C@H]2C1=O)NCc1nc(-c2ccc(Cl)cc2)no1	-2%	-2%	0.6	59	6.2%	-0.4%	10%	13%	7%	0.4%
CNc1cc(N2CCN(S(=O)(=O)N(C)C)CC2)ccc1[N+](=O)[O-]	0%	-1%	0.1	37	0.1%	-0.1%	-1%	7%	3%	0.7%
Cc1nn(Cc2cccc(Oc3ccccc3)c2)c(C)c1NC(=O)NC12CC3CC(CC(C3)C1)C2	1%	4%	15	71	2.7%	-1.1%	5%	1%	7%	2.5%[50 µM]
COc1ccc(-c2cc(-c3ccc(Cl)cc3)c(C#N)c(SCC(=O)O)n2)cc1	25%	50µM*	4.3	57	18%	-0.5%	29%	11%	6%	-0.7%
O=C(Nc1ccccc1)N1N=CCC1c1ccccc1 (stereo not drawn)	0%	3%	-1.6	101	.	0.3%	3%	10%	2%	1.2%
O=S(=O)(Nc1nc2c(s1)CCCC2)c1ccc(F)cc1	-15%	-9%	-0.3	79	1.7%	-0.2%	5%	5%	7%	5.6%
CCc1ccccc1N(CC(=O)NC1CCCCC1)C(=O)CCC(=O)Nc1ccccn1	3%	-3%	-0.8	47	1.1%	-0.7%	3%	11%	10%	0.4%
CC(/C=N/NC(=O)c1cc(-c2ccc(C)o2)[nH]n1)=C\c1ccccc1	6%	-4%	1.0	85	0.3%	-0.8%	1%	24%	9%	0.2%
CC(C)C(=O)NC(=S)Nc1ccc(S(=O)(=O)N(C)C)cc1	-9%	0%	-0.3	56	0.0%	0.1%	-4%	6%	5%	2.2%
CCCn1c(N2CCN(CC(=O)Nc3ccc4c(c3)OCCO4)CC2)nc2ccccc21	2%	-19%	-1.3	69	0.7%	0.3%	0%	18%	3%	-0.4%
Cc1ccc(C(=O)Nc2cccc(-c3ccc(N4CCOCC4)nn3)c2)cc1	.	-10%	2.0	74	2.7%	.	.	12%	2%	-0.2%[50 µM]
Cc1ccc(C(=O)NCC2CCCO2)cc1N1CCCC1=O (stereo not drawn)	33%	-6%	-1.5	61	1.5%	0.1%	-3%	7%	3%	-1.8%
CCCN(CC1CC1)C(=S)Nc1ccccc1F	-6%	-3%	1.1	57	-0.4%	-0.7%	-13%	5%	1%	0.4%
COc1ccccc1CN(C)CC(=O)Nc1ccc(Cl)cc1C(F)(F)F	-4%	5%	13	62	1.8%	-0.7%	0%	9%	19%	4.6%
CCOc1ccc(C(C)=O)cc1CSc1nc(C)cc(C)n1	-12%	4%	0.3	75	5.5%	-1.0%	-5%	23%	5%	-0.1%
CN1CCN(S(=O)(=O)c2ccc(Sc3nnc(-c4cccs4)n3-c3ccccc3)nc2)CC1	8%	7%	0.7	80	2.7%	-0.8%	2%	10%	2%	4.1%
Cc1ccc(CNC(=O)c2ccc(NS(=O)(=O)c3cccs3)cc2)cc1	4%	-13%	0.8	45	2.4%	0.6%	10%	7%	-2%	0.4%
Brc1ccc(OCc2ccccc2)c(CNCc2ccncc2)c1	-6%	-2%	12	60	-0.1%	-0.3%	2%	19%	4%	5.8%
CCc1ccc(S(=O)(=O)NCCOc2cccc3cccnc23)cc1	10%	5%	0.2	73	3.9%	-0.9%	0%	5%	8%	-0.2%[50 µM]
COc1ccccc1OCc1cc(C(=O)N2CCN(C)C(c3ccccc3)C2)no1 (stereo not drawn)	16%	-3%	1.4	47	-0.7%	-0.3%	2%	-1%	3%	-0.1%
C/C=C/C(=O)OCC(=O)Nc1ccccc1Br	5%	0%	0.2	64	-0.2%	-0.4%	4%	0%	-2%	0.0%
Cc1ccc(S(=O)(=O)NNC(=O)C(O)(c2ccccc2C)c2ccccc2C)cc1	-11%	-5%	0.8	63	2.6%	-0.2%	4%	15%	5%	-0.4%
Cc1cc(=O)oc2c3c(cc(OCC(=O)N4CCC[C@H]4C(=O)O)c12)OC(C)(C)CC3	44%	-2%	3.5	87	-0.5%	0.1%	7%	4%	3%	4.3%
O=C(c1ccc(S(=O)(=O)N2CCCC2)cc1)N1CCN(S(=O)(=O)c2cccc(F)c2)CC1	7%	-5%	1.0	105	.	0.1%	4%	.	10%	0.2%
Cc1cccc(/C=N/N2CCN(c3ccccc3)CC2)c1	-13%	-5%	2.3	60	1.1%	-0.1%	-1%	22%	-8%	0.3%[50 µM]
Cc1sc2nc3ccc(N4CCCCC4)nn3c(=O)c2c1C	1%	20%	3.3	49	7.6%	-0.4%	3%	24%	10%	0.7%
CSc1cccc(NC(=S)N2CCC(N(C)C3CCCC3)CC2)c1	-18%	-3%	0.2	50	-3.1%	-0.2%	4%	8%	2%	0.3%
Cc1nc2ccccc2n1C(=O)N(C)C	4%	4%	1.4	36	-0.6%	-0.6%	8%	-5%	1%	-0.2%

Random excerpt: 2 records from the list, in no set order.
SMILES	AID2073	Dengue-2 NS5 capping	NTR1 ag	NTR1 ag cell count 20 µM	RSV CPE inhibition	West Nile virus CPE	Siah-1 displacement	SV40 large T antigen	MgcRacGAP inhibition	K1F lysis inhibition	others
CCc1ccc(S(=O)(=O)NCCOc2cccc3cccnc23)cc1	10%	5%	0.2	73	3.9%	-0.9%	0%	5%	8%	-0.2%[50 µM]
Cc1ccc(CNC(=O)c2ccc(NS(=O)(=O)c3cccs3)cc2)cc1	4%	-13%	0.8	45	2.4%	0.6%	10%	7%	-2%	0.4%

Following part:
SMILES	AID2073	Dengue-2 NS5 capping	NTR1 ag	NTR1 ag cell count 20 µM	RSV CPE inhibition	West Nile virus CPE	Siah-1 displacement	SV40 large T antigen	MgcRacGAP inhibition	K1F lysis inhibition	others
C/C(CC(=O)Nc1ccc(OCc2ccccc2)cc1)=N\NC(=O)C(=O)Nc1ccc(C)c(Cl)c1	-5%	-1%	2.4	56	0.8%	0.2%	2%	9%	10%	1.0%
COc1ccc2c(-c3cnc(N4CCOCC4)nc3)c(-c3ccc(S(C)(=O)=O)cc3)sc2c1	.	-2%	4.6	44	.	.	.	.	-2%	-0.1%
O=C(Nc1ccc2nc(SCc3ccc(Cl)cc3)sc2c1)c1ccccc1C(=O)N1CCOCC1	6%	3%	29	29	5.3%	0.7%	2%	5%	5%	-0.4%
O=C(COc1ccc2ccc(=O)oc2c1)Nc1ccc(CN2CCOCC2)cc1	13%	-11%	0.3	64	2.2%	0.1%	-1%	10%	7%	0.1%
COC(=O)c1cc(=O)cc(C(=O)OC)o1	12%	-4%	0.3	86	-0.3%	-0.7%	0%	23%	5%	0.2%
CC(C)(C)OC(=O)C[C@H]1C/C=C\C[C@H](CC(=O)N[C@H](CO)Cc2ccccc2)C(=O)N[C@H](Cc2ccccc2)COC1=O	.	-6%	7.6	62	.	.	.	.	5%	0.0%	Dengue-2 NS5 capping pilot replicate=-3.3
CCC(=O)Nc1ccc(C(=O)Nc2cccnc2)cc1	5%	-5%	0.7	56	0.9%	0.3%	6%	16%	7%	0.8%
CCOc1c2ccccc2nn1CCOC	.	-4%	-2.9	66	1.6%	.	.	-2%	3%	1.7%
O=C(Cc1cccs1)NC1CCCC1	2%	-1%	2.1	40	-0.2%	1.8%	2%	.	-17%	-1.6%
N/C(=N\OC(=O)c1cccc([N+](=O)[O-])c1)c1ccccn1	-9%	7%	0.6	83	1.4%	0.1%	-6%	6%	4%	2.0%
O=C(CSc1nnc(SCc2ccccc2)s1)N/N=C/C=C/c1ccco1	50%*	-7%	2.7	39	1.1%	.	22%	-1%	24%	0.5%
Cc1ccc(C(=O)C(C)OC(=O)Cc2c[nH]c3ccccc23)cc1 (stereo not drawn)	.	1%	1.5	53	0.8%	.	.	16%	6%	3.5%[50 µM]
COc1cccc(OC)c1OCCNC(C)(C)C	0%	0%	0.3	45	-0.2%	0.6%	4%	-7%	40%	0.0%
COc1ccc(NC(=O)CN(C)CC(=O)Nc2ccc(N3CCOCC3)cc2)c([N+](=O)[O-])c1	-5%	1%	1.2	63	0.0%	-0.4%	0%	5%	1%	0.2%
CC(C)(C)OC(=O)N1CCC[C@H]1c1nnc(SC/C=C/c2ccccc2)o1	0%	.	2.3	60	2.3%	-0.3%	0%	10%	16%	-0.2%
CCN(CC1COc2ccccc2O1)C(=S)NCCCN(C)C (stereo not drawn)	-12%	-13%	-0.8	25	-2.9%	1.0%	-3%	-4%	0%	-1.5%
O=C(CNC(=O)Cc1cccc2ccccc12)NCc1ccc(F)cc1	6%	-7%	-2.1	42	0.8%	-0.2%	-2%	-2%	6%	-0.1%
Nc1cc(N)nc(SCCc2ccccc2)n1	-1%	5%	-0.4	59	1.2%	-0.4%	-3%	7%	8%	-0.1%
CNC(=O)c1[nH]cnc1C(=O)Nc1ccccc1	.	-5%	2.9	61	-0.9%	.	.	.	6%	-1.0%
NC(=O)C1CCN(c2ccc(C(F)(F)F)cn2)CC1	20%	-5%	-0.5	60	1.8%	1.2%	-2%	3%	0%	0.3%
